# Source: PubChem (National Center for Advancing Translational Sciences (NCATS))
# VP16 counter: counter-screen for ROR gamma inhibitors: Gal4-VP16 reporter; Drosophila S2 Gal4-VP16 UAS-luciferase, luminescence, 20 h; Potency, µM (doses to about 53.6 µM), for inactives: at the top dose activity, negative = inhibition, most hits filed as inhibitors; 310,000 tested, 3.5% active; AID 2546;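 further: Gal4-VP16 expression switched on by copper sulfate through the metallothionein promoter; potency means the concentration at half of the fitted maximal effect; nearly all actives have a fitted effect of over 50% in size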
# Coupling enz: coupling enzyme interference in Giardia aldolase counter-screen | coupling enzyme system counterscreen, AmpLite Red fluorescence | activity change, negative = inhibition, % at 58.2 µM, hits read low | 290,000 tested, 0.67% active; in the data active means activity change below about -30%
#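 First, compound is pin-transferred into glyceraldehyde-3-phosphate coupling-enzyme reagent at 57.5 uM final and held 10 min at RT. Next, substrate, coupling system and AmpLite Red are added. After 20 min RT, fluorescence (525/598 nm) is read.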
# RORg inh: blocks mouse ROR gamma transcriptional activity | Potency, µM (top dose mostly 53.6 µM), for inactives: at the top dose activity change, negative = inhibition, usual class: inhibitors | P51450 | Drosophila S2 Gal4-RORgamma UAS-luciferase reporter, 20 h | 310,000 tested, 5.4% active; further: potency means the concentration at half of the fitted maximal effect; nearly all actives have a fitted effect of over 60% in size
#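 Compounds are pin-transferred onto Drosophila Schneider cells expressing a copper-inducible Gal4–ROR gamma transactivation domain fusion. After 1 hr, copper sulfate is added to 700 uM final; luciferase is read 20 hr later.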
# The depositor's hits bear a star; ? = inconclusive; . = not tested or not shown; & = joins results of further samples; [ ] = another dose, or the depositor's remark. Unless noted, the call rests on the fitted dose curve; in most records, active means well fitted curve in the direction sought with a large enough effect; inconclusive means small, poorly fitted or top-dose-only effect, or another doubt; inactive means no such curve, though single readings can be large; an effect the other way counts as inactive or inconclusive. On the % scale 0 is the no-effect control and ±100 the full control effect. Only part of the results is shown (hit frequency here may not be typical).
# Start of the data: the first three records, to show the layout:
# Results follow in this order: VP16 counter	Coupling enz	RORg inh
- CCC1OC2(C)C(O)C(/C=C/C=C/C=C/c3oc(=O)cc(OC)c3C)OC1(C)C2OC(C)=O (configuration not stated)
    .	2	0.04µM*
- CN1C(=S)CN=C(c2ccccc2)c2cc(Cl)ccc21
    5%	.	-34%
- Oc1ccc2c3c1O[C@H]1[C@@H](O)CC[C@@]4(O)C(C2)N(CC2CCC2)CCC314 (some centres not stated)
    -13%	.	-20%[10 µM]

# Results, from the first entry:
# Results follow in this order: VP16 counter	Coupling enz	RORg inh
- CCC1OC2(C)C(O)C(/C=C/C=C/C=C/c3oc(=O)cc(OC)c3C)OC1(C)C2OC(C)=O (configuration not stated)
    .	2	0.04µM*
- CN1C(=S)CN=C(c2ccccc2)c2cc(Cl)ccc21
    5%	.	-34%
- Oc1ccc2c3c1O[C@H]1[C@@H](O)CC[C@@]4(O)C(C2)N(CC2CCC2)CCC314 (some centres not stated)
    -13%	.	-20%[10 µM]
- C[C@]12Cc3nonc3C[C@@H]1CC[C@@H]1[C@@H]2CC[C@@]2(C)[C@H]1CC[C@]2(C)O
    -11%	.	8%
- O=C(Cl)C(Cl)(Cl)Cl
    2%	.	-3%
- CC(C)(COCC1CO1)COCC1CO1 (configuration not stated)
    -21%	.	-1%
- CC1CC(=O)O1 (configuration not stated)
    -4%	.	-6%
- FC(F)(F)c1ccc(Cl)cc1
    -3%	.	-5%
- C=CCCC#N
    -13%	.	-8%
- CCCCCCCCCCCOC(=O)c1ccccc1C(=O)OCCCCCCCCCCC
    -1%	.	13%
- CC(Cl)CCl (configuration not stated)
    1%	.	-1%
- C[N+]1(CCC(C(N)=O)(c2ccccc2)c2ccccc2)CCCCC1
    -13%	.	-1%
- ClC1=C(Cl)C2(Cl)C3C(Cl)C(Cl)CC3C1(Cl)C2(Cl)Cl (configuration not stated)
    -5%	.	-19%
- O=C1CC2OCC=C3CN4CCC56c7ccccc7N1C5[C@H]2[C@H]3C[C@H]46 (some centres not stated) (tested in a mixture with another compound)
    -4%	.	1%
- ClC(Br)Br
    2%	.	2%
- CCCCCCCCCCCCCl
    -7%	.	13%
- O=C(CCl)c1ccccc1
    ?	.	?
- N#CC(O)c1ccccc1 (configuration not stated)
    -6%	.	17%
- COC1=CC(=O)O[C@@H](/C=C/c2ccc3c(c2)OCO3)C1
    -19%	.	?
- ClCc1ccccn1
    -14%	.	-4%
- CCCSC(=O)Cl
    3%	.	15%
- O=c1n(Cl)c(=O)n(Cl)c(=O)n1Cl
    -3%	.	-17%[10 µM]
- c1ccc(C2(N3CCCC3)CCCCC2)cc1
    -15%	.	4%
- C=C1Nc2ccccc2C(=O)N1c1ccccc1C
    4%	.	8%
- O=C1C(I)=CC(=C(c2cc(I)c(O)c(I)c2)c2ccccc2C(=O)O)C=C1I
    4%	.	-8%
- CC(Cl)(Cl)Cl
    1%	.	0%
- CC[N+]1(CCOC(=O)C(O)(c2ccccc2)c2ccccc2)CCCCC1
    3%	.	39%
- Cc1ccc2ccccc2c1
    0%	.	11%
- C=C(Cl)Cl
    1%	.	15%
- ClCC1CO1 (configuration not stated)
    -12%	.	-8%
- O=[N+]([O-])c1cccc2ccccc12
    -4%	.	3%
- CCCCCCCCCC(=O)O[C@H]1CC[C@H]2[C@@H]3CCC4=CC(=O)CC[C@]4(C)[C@H]3CC[C@]12C
    -2%	.	1%[10 µM]
- Cc1ccc(OP(=O)(Oc2ccc(C)cc2)Oc2ccc(C)cc2)cc1
    -18%	.	40%
- O=[N+]([O-])c1ccc(Cl)c(Cl)c1
    -3%	.	7%
- C[N+]1(C)CCCCC1COC(=O)C(O)(c1ccccc1)c1ccccc1 (configuration not stated)
    -15%	.	28%
- C[C@]12CC[C@H](O)C[C@H]1CCC1C2CC[C@]2(C)[C@@H](c3ccc(=O)oc3)C[C@H]3O[C@]132 (some centres not stated)
    1%	.	9%
- CN=C=O
    -4%	.	7%
- Oc1cc(Cl)cc(Cl)c1
    -1%	.	28%
- CCN(CC)C(=O)/C(Cl)=C(\C)OP(=O)(OC)OC
    -7%	.	-26%[10 µM]
- NC(N)=NN=C(/C=C/c1ccc([N+](=O)[O-])o1)/C=C/c1ccc([N+](=O)[O-])o1
    ?	.	5µM*

# 4 of the compounds above, as labelled records.
> ClCc1ccccn1
  VP16 counter: -14%
  Coupling enz: .
  RORg inh: -4%
> CCCSC(=O)Cl
  VP16 counter: 3%
  Coupling enz: .
  RORg inh: 15%
> O=c1n(Cl)c(=O)n(Cl)c(=O)n1Cl
  VP16 counter: -3%
  Coupling enz: .
  RORg inh: -17%[10 µM]
> c1ccc(C2(N3CCCC3)CCCCC2)cc1
  VP16 counter: -15%
  Coupling enz: .
  RORg inh: 4%

# (list continues)
# Results follow in this order: VP16 counter	Coupling enz	RORg inh
- Nc1nc(O)c(-c2ccccc2)o1
    1%	.	14%
- CC(C)(C)OOC(C)(C)C
    8%	.	17%
- C#CC(C)(O)CC (configuration not stated)
    0%	.	18%
- C=C[C@@H]1CN2CC[C@H]1C[C@H]2[C@H](O)c1ccnc2ccccc12
    -9%	.	3%[10 µM]
- ClCCBr
    -6%	.	14%
- CCCCC(=O)Cl
    5%	.	15%
- CCCCCCCCCCCC[N+](C)(C)CCOc1ccccc1
    -17%	.	75%
- Cl/C=C/Cl
    -26%	.	-2%
- Clc1ccc(C(c2ccccc2Cl)C(Cl)(Cl)Cl)cc1 (configuration not stated)
    5%	.	4%
- O=C(CCl)c1ccc(Cl)cc1Cl
    ?	.	8.9µM*
- ClC(Cl)=C(Cl)C(Cl)=C(Cl)Cl
    2%	.	11%
- ClC1=C(Cl)C2(Cl)C(CBr)CC1(Cl)C2(Cl)Cl (configuration not stated)
    -2%	.	9%
- C=C(Cl)CCl
    7%	.	6%
- COc1ccccc1N
    -11%	.	9%
- C[C@](O)(CS(=O)(=O)c1ccc(F)cc1)C(=O)Nc1ccc(C#N)c(C(F)(F)F)c1
    -8%	.	?
- CC(=O)[C@H]1CC[C@H]2C3CC[C@H]4C[C@H](O)CC[C@]4(C)C3CC[C@]12C (some centres not stated)
    3%	.	-12%
- C=CCBr
    7%	.	5%
- ClC=C(Cl)Cl
    9%	.	-25%
- CNC(=O)Oc1ccccc1C(=O)Nc1ccccc1
    -11%	.	?
- Nc1cc(Cl)ccc1O
    3%	.	-4%

# Some of the entries above, set out differently:
mol	VP16 counter	Coupling enz	RORg inh
C[C@](O)(CS(=O)(=O)c1ccc(F)cc1)C(=O)Nc1ccc(C#N)c(C(F)(F)F)c1	-8%	.	?
N#CC(O)c1ccccc1 (configuration not stated)	-6%	.	17%
COc1ccccc1N	-11%	.	9%
C[N+]1(C)CCCCC1COC(=O)C(O)(c1ccccc1)c1ccccc1 (configuration not stated)	-15%	.	28%

# (cont.)
# Results follow in this order: VP16 counter	Coupling enz	RORg inh
- CN1C(=O)CC(=O)N(c2ccccc2)c2cc(Cl)ccc21
    -5%	.	11%
- ClC(Cl)(Cl)Cl
    1%&1%	.	-1%&6%
- [Hg+][c]1ccccc1
    2.8µM*	.	?
- S=C=Nc1cccc2ccccc12
    13µM*	.	6.3µM*
- C[C@]12CCC3C(CCC4=C(Cl)C(=O)CC[C@@]43C)C1CCC2O (some centres not stated)
    5%	.	-9%
- Nc1ccc(Oc2ccc(N)cc2)cc1
    9%	.	4%
- C[N+](C)(C)CCOC(=O)C(O)(c1ccccc1)c1ccccc1
    5%	.	5%
- COc1cc(-c2ccc(-[n+]3nc(-c4ccccc4)nn3-c3ccc([N+](=O)[O-])cc3)c(OC)c2)ccc1-[n+]1nc(-c2ccccc2)nn1-c1ccc([N+](=O)[O-])cc1
    ?	.	?
